Source: PubChem (Broad Institute)
Tcruzi prolif – T. cruzi proliferation inhibition | inhibition, % at 8.34 µM | T. cruzi beta-gal in NIH3T3, GalScreen luminescence, 90 h | 77,000 tested, 5.9% active | AID 624255;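 active means mean inhibition above about 93%, with at least 55% of replicates each passing it, limit read from the data, passing the limit was not always enough; inconclusive means only one of those two conditions holds; inactive means neither condition holds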
C diff growth – blocks growth of Clostridium difficile; 86,000 tested, 0.25% active; AID 1259249; Clostridium difficile clinical isolate growth, OD600, 24 h; active compounds read low; growth activity, negative = inhibition, % at 16 µg/mL (by protocol);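 active means mean growth activity at or below -80% and every replicate also at or below -80%; inconclusive means mean at or below -80% but some replicate above -80%; inactive means mean growth activity above -80%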;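 further: 0% = DMSO wells and -100% = levofloxacin 16 µg/mL wells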
Pf Dd2 inh – blocks growth of Plasmodium falciparum Dd2 parasites; P. falciparum Dd2 growth, SYBR Green, 72 h; active compounds read low; activity change, % at 10 µM; 94,000 tested, 2.3% active; in the data active means activity change below about -80%; inconclusive means no clear call, values can overlap the other calls
KDM4C inh – inhibitors of human demethylase GASC-1 KDM4C. Q9H3R0. GST-KDM4C 2-372, H3K9me3 peptide, LANCE TR-FRET. inhibition, % at 12.5 µM. 96,000 tested, 0.15% active;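 active means mean replicate inhibition above about 25%, with at least 55% of replicates also reaching it, limit read from the data, passing the limit was not always enough; inconclusive means only one of those two conditions met; inactive means neither condition met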
Target sequence (Q9H3R0 2-372 limits assumed): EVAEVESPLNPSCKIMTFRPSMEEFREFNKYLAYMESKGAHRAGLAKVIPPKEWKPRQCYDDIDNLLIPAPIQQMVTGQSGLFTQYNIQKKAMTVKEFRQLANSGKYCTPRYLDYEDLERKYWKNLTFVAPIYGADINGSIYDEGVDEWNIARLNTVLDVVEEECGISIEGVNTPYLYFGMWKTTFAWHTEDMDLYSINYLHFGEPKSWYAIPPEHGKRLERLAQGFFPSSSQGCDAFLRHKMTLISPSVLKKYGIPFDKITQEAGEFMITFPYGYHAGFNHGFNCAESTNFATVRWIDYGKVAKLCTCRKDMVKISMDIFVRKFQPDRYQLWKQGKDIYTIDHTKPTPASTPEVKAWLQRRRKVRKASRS
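material = GST-tagged GASC-1 (JMJD2C) catalytic fragment, aa 2-372 | amount = enzyme final amount 10 nM | medium = HEPES buffer, pH 7.5, plus ascorbate | also added = H3K9me3 peptide substrate, Fe(II), 2-oxoglutarate | dosing = single dose | times = 30 min demethylation and 1 h detection at room temperature | detection = LANCE TR-FRET | read-out basis = Fall in 671/618 emission ratio as inhibition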
An asterisk follows results filed as active; ? = inconclusive; . = not tested or not shown; & = joins results of further samples.

mol,Tcruzi prolif,KDM4C inh,Pf Dd2 inh,C diff growth
CCC(=O)N1[C@@H]2Cn3c(ccc(C4=CCCC4)c3=O)[C@H]1[C@@H](C(=O)NCC1CCCCC1)[C@@H]2CO,21,0.6,2,1
COc1ccc(NC(=O)N(C)C[C@H]2OCCCC[C@@H](C)Oc3ccc(NC(=O)Nc4ccc(C(F)(F)F)cc4)cc3C(=O)N([C@@H](C)CO)C[C@@H]2C)cc1,83,4.5,-84*,1
O=S(=O)(c1ccccc1)N1CCCCN2[C@H](C1)[C@H](c1ccc(C#CC3CCCC3)cc1)[C@@H]2CO,93,11,-1,13
Cc1noc(C)c1S(=O)(=O)Nc1cccc2c1O[C@H](CN(C)C(=O)Nc1ccc(C(F)(F)F)cc1)[C@H](C)CN([C@@H](C)CO)C2=O,43,-1.5,-62,13
C[C@@H]1CN([C@H](C)CO)C(=O)c2cc(-c3cncnc3)cnc2O[C@@H]1CN(C)Cc1ccncc1,18,-1.8,50,2
COc1ccccc1-c1ccc2c(c1)O[C@@H](CN(C)C(=O)c1ccncc1)[C@@H](C)CN([C@@H](C)CO)S2(=O)=O,108*,-0.9,-10,1
CN(C)CC#Cc1ccc([C@H]2[C@@H](CO)N3CCCCN(C(=O)CN(C)C)C[C@H]23)cc1,43,4.0,-73,11
CCCN1C[C@@H](C)[C@@H](OC)CN(C)C(=O)c2cc(NC(=O)NC3CCCCC3)ccc2OC[C@H]1C,17,0.0,.,.
COc1ccc2c3c(n(C)c2c1)[C@H](CO)N(Cc1nccs1)CC31CCN(C(=O)CN(C)C)CC1,.,0.3,-61,-2
CNC[C@@H]1Oc2ccc(NS(=O)(=O)c3c(C)noc3C)cc2CC(=O)N([C@H](C)CO)C[C@H]1C,54,0.5,26,-2
O=C(N[C@H]1CC[C@H](CCn2cc(-c3ccccn3)nn2)O[C@@H]1CO)c1ccncc1,25,0.1,11,0
Cc1ccc(S(=O)(=O)N(C)C[C@@H]2OCCCC[C@H](C)Oc3ccc(NS(=O)(=O)c4ccc(F)cc4)cc3C(=O)N([C@@H](C)CO)C[C@H]2C)cc1,93,0.0,-45,1
C[C@H]1CN([C@@H](C)CO)C(=O)Cc2cc(NC(=O)C3CCCCC3)ccc2O[C@H]1CN(C)Cc1ccccc1,-81,0.8,-13,2
C[C@@H]1CN([C@@H](C)CO)C(=O)c2cc(NC(=O)C3CCCCC3)ccc2O[C@@H](C)CCCCO[C@H]1CN(C)C(=O)Nc1ccccc1,39,-1.6,-7,-2
COc1ccc(CNC(=O)C[C@@H]2C=C[C@H](NC(=O)Nc3ccc4c(c3)OCO4)[C@H](CO)O2)cc1,17,-1.1,20,-3
COc1ccc(CN(C)C[C@H]2Oc3c(NC(=O)Nc4c(C)noc4C)cccc3C(=O)N([C@@H](C)CO)C[C@H]2C)cc1,-3,-0.5,-41,2
CCCNC(=O)N1CC[C@@H]2[C@@H](CO)N(C)c3ccc(-c4ccccc4)cc3[C@@H]21,91,3.1,5,17
COc1ccc(S(=O)(=O)N(C)C[C@H]2Oc3ccc(NC(=O)NC(C)C)cc3C(=O)N([C@@H](C)CO)C[C@@H]2C)cc1,69,0.8,-9,-3
Cc1noc(C)c1S(=O)(=O)Nc1cccc2c1O[C@@H](CN(C)Cc1ccccc1)[C@@H](C)CN([C@@H](C)CO)C2=O,2,-1.6,31,-1
CCC(=O)N[C@H]1C=C[C@H](CC(=O)NCC2CC2)O[C@@H]1CO,.,-0.3,-6,0
Cc1cccc(-c2ccc([C@H]3[C@H](CO)N4C(=O)CN(C(=O)c5cccnc5)C[C@@H]34)cc2)c1,.,-0.6,13,1
N#Cc1ccc(-c2ccc([C@H]3[C@@H](CO)N4C(=O)CN(C(=O)C5CCC5)C[C@@H]34)cc2)cc1,.,1.6,-15,2
CO[C@H]1CN(C)C(=O)c2ccc(NC(=O)C3CCCC3)cc2OC[C@H](C)NC[C@@H]1C,.,-0.2,-4,-5
CCC(=O)N1[C@@H](CO)[C@@H](c2ccc(C3=CCCC3)cc2)[C@@H]1CNC(=O)CN(C)C,75,6.4,3,-2
C[C@H](NC(=O)C[C@H]1C[C@H]2c3cc(NC(=O)CN(C)C)ccc3O[C@H]2[C@@H](CO)O1)c1ccccc1,0,-0.4,8,0
CCCNC(=O)NC[C@H]1[C@H](c2ccc(C3=CCCC3)cc2)[C@H](CO)N1C(=O)CC,-38,1.0,15,2
O=C(C[C@@H]1C=C[C@H](NC(=O)c2ccncc2)[C@@H](CO)O1)Nc1ccccc1,.,0.6,34,-1
CC(C)CC#Cc1cnc2c(c1)C(=O)N([C@@H](C)CO)C[C@H](C)[C@@H](CN(C)C(=O)Nc1cc(F)ccc1F)O2,107,-3.7,-68,4
Cc1noc(C)c1NC(=O)Nc1ccc2c(c1)C(=O)N([C@H](C)CO)C[C@@H](C)[C@H](CN(C)C(=O)NC1CCCCC1)OCCCC[C@@H](C)O2,.,-0.1,25,4
C[C@@H]1CCCCO[C@H](CN(C)C(=O)CCC(F)(F)F)[C@@H](C)CN([C@@H](C)CO)C(=O)c2cc(NC(=O)c3ccncc3)ccc2O1,31,.,-47,1
C/C=C/c1ccc([C@H]2[C@H](CO)N(C(=O)COC)[C@H]2CNC(=O)CC)cc1,0,0.0,-5,-3
C[C@@H]1CN([C@@H](C)CO)C(=O)c2cc(NC(=O)Cc3ccccc3)ccc2O[C@@H](C)CCCCO[C@@H]1CN(C)Cc1ccc2c(c1)OCO2,43,-0.3,-61,-3
C[C@@H]1CN([C@H](C)CO)C(=O)c2cc(NC(=O)CCC(F)(F)F)ccc2O[C@@H]1CN(C)C(=O)Nc1ccc(F)cc1,11,-0.5,11,4
O=C(NCC[C@@H]1CC[C@@H](NC(=O)C2CCCC2)[C@@H](CO)O1)c1cnccn1,.,0.0,4,-1
COc1ccc(NC(=O)N(C)C[C@H]2OCCCC[C@H](C)Oc3ccc(NS(=O)(=O)c4ccc(OC)cc4)cc3C(=O)N([C@H](C)CO)C[C@@H]2C)cc1,12,-2.9,-51,-3
NCC[C@@H]1CC[C@H](NC(=O)Nc2ccc(F)cc2)[C@@H](CO)O1,-6,1.1,33,-3
O=C(C[C@@H]1C[C@@H]2c3cc(NS(=O)(=O)c4ccc(F)cc4)ccc3O[C@@H]2[C@@H](CO)O1)NCc1ccc(Oc2ccccc2)cc1,18,0.2,-63,.
CS(=O)(=O)N1[C@@H](CO)[C@@H](c2ccccc2)C12CN(C(=O)c1ccccc1F)C2,.,2.6,-11,1
CCC(=O)N1[C@@H]2Cn3c(ccc(C4=CCCC4)c3=O)[C@H]1[C@@H](C(=O)N[C@@H](C)c1ccccc1)[C@@H]2CO,63,1.0,-11,-1
C[C@H](CO)N1C[C@H](C)[C@H](CN(C)S(=O)(=O)c2cccs2)OCCCC[C@H](C)Oc2ccc(NS(=O)(=O)c3ccccc3)cc2C1=O,.,-0.6,-48,.
COc1ccccc1CN1C[C@H](C)[C@@H](OC)CN(C)C(=O)c2ccc(NC(C)=O)cc2OC[C@@H]1C,-19,-0.8,-25,.
O=C(C[C@H]1C=C[C@@H](NC(=O)C2CC2)[C@@H](CO)O1)NCc1ccccc1Cl,52,3.1,-11,.
C[C@@H]1CCCCO[C@H](CN(C)C(=O)c2ccccc2)[C@@H](C)CN([C@H](C)CO)C(=O)c2cc(NC(=O)Nc3ccc(C(F)(F)F)cc3)ccc2O1,?,0.4,1,2
C[C@@H]1CN([C@H](C)CO)C(=O)Cc2cc(NC(=O)Nc3cccc4ccccc34)ccc2O[C@H]1CN(C)S(=O)(=O)c1cccs1,50,-1.5,-8,5
COC(=O)C[C@@H]1C[C@@H]2c3cc(NC(=O)Nc4ccccc4)ccc3O[C@@H]2[C@H](CO)O1,48,0.5,-44,4
O=C(N[C@@H]1CC[C@H](CCNS(=O)(=O)c2ccc(Cl)cc2)O[C@H]1CO)c1cccc(F)c1,48,-1.0,4,-2
C[C@@H]1CCCCO[C@H](CN(C)Cc2ccc(C(F)(F)F)cc2)[C@@H](C)CN([C@@H](C)CO)C(=O)c2cc(NC(=O)Nc3ccc4c(c3)OCO4)ccc2O1,78,-0.9,-81*,.
Cc1cccc(S(=O)(=O)N2[C@@H]3CNC[C@H]2C3c2ccc(-c3ccccc3C)cc2)c1 (some centres not stated),.,-2.3&-1.0,-11&-17,42&19
C[C@H]1CN([C@@H](C)CO)C(=O)c2cccc(NC(=O)Nc3ccc(F)cc3)c2O[C@H]1CN(C)Cc1ccc(Cl)c(Cl)c1,-45,5.2,-6,.
CCCNC(=O)N1C[C@@H]2[C@H](c3ccccc31)[C@H](CO)N2Cc1ccc(F)cc1,21,-1.7,-16,-2
CCCNC(=O)N[C@@H]1C=C[C@@H](CC(=O)NCCc2ccccc2)O[C@H]1CO,-2,-1.6,39,.
COc1ccc(S(=O)(=O)Nc2ccc3c(c2)C(=O)N([C@@H](C)CO)C[C@H](C)[C@H](CN(C)Cc2ccc(C(F)(F)F)cc2)O3)cc1,?,0.9,-2,6
C[C@@H]1CN([C@H](C)CO)C(=O)c2cc(NC(=O)Nc3ccc4c(c3)OCO4)ccc2O[C@@H]1CN(C)Cc1ccc(Oc2ccccc2)cc1,92,15,8,15
C[C@H](CO)N1C[C@H](C)[C@H](CN(C)Cc2ccc(C(=O)O)cc2)Oc2cc(/C=C/c3ccccc3)ccc2S1(=O)=O,68,-0.5,-20,5
C[C@@H]1CCCCO[C@H](CN(C)Cc2ccc(C(=O)O)cc2)[C@@H](C)CN([C@H](C)CO)C(=O)c2cc(NC(=O)C3CCCCC3)ccc2O1,0,-0.4,32,-9
COc1ccc(NC(=O)Nc2ccc3c(c2)C(=O)N([C@H](C)CO)C[C@H](C)[C@@H](CN(C)C(=O)Nc2ccc(F)cc2)OCCCC[C@@H](C)O3)cc1,56,-0.8,19,-4
C[C@H](CO)N1C[C@H](C)[C@H](CN(C)C(=O)Nc2ccc3c(c2)OCO3)Oc2ncc(-c3cncnc3)cc2C1=O,2,1.1,70,7
C[C@@H]1CCCCO[C@@H](CN(C)S(=O)(=O)c2cccs2)[C@@H](C)CN([C@H](C)CO)C(=O)c2cc(NC(=O)Cc3ccccc3)ccc2O1,-148,-0.9,-54,5
CC(C)NC(=O)Nc1ccc2c(c1)C(=O)N([C@H](C)CO)C[C@H](C)[C@@H](CN(C)Cc1ccc(C(=O)O)cc1)OCCCC[C@@H](C)O2,42,-0.6,26,-6
O=C(N[C@H]1CC[C@@H](CCNS(=O)(=O)c2cccc(Cl)c2)O[C@@H]1CO)c1ccccc1,1,-2.2,8,0

Some values from the list.
In C diff growth, COc1ccc(S(=O)(=O)N(C)C[C@H]2Oc3ccc(NC(=O)NC(C)C)cc3C(=O)N([C@@H](C)CO)C[C@@H]2C)cc1 is entered as -3
In Pf Dd2 inh, C[C@@H]1CCCCO[C@@H](CN(C)S(=O)(=O)c2cccs2)[C@@H](C)CN([C@H](C)CO)C(=O)c2cc(NC(=O)Cc3ccccc3)ccc2O1 is entered as -54
In Tcruzi prolif, CCC(=O)N1[C@@H]2Cn3c(ccc(C4=CCCC4)c3=O)[C@H]1[C@@H](C(=O)N[C@@H](C)c1ccccc1)[C@@H]2CO is entered as 63
In Pf Dd2 inh, O=C(C[C@@H]1C=C[C@H](NC(=O)c2ccncc2)[C@@H](CO)O1)Nc1ccccc1 is entered as 34

New compounds follow
mol,Tcruzi prolif,KDM4C inh,Pf Dd2 inh,C diff growth
COCCN(C[C@H]1[C@H](c2ccccc2)[C@@H](CO)N1C(C)=O)C(=O)c1ccccc1,-11,-0.5,9,6
O=C(C[C@H]1CC[C@@H]2NC[C@@H](O)COC[C@H]2O1)NCCc1ccncc1,42,0.1,.,12&-4
C[C@H]1CCCCO[C@H](CN(C)C(=O)CCCN(C)C)[C@@H](C)CN([C@@H](C)CO)C(=O)c2cc(NS(=O)(=O)c3ccc(F)cc3)ccc2O1,.,0.9,18,0
CC(C)NC(=O)N[C@@H]1CC[C@@H](CC(=O)NCc2ccc(Oc3ccccc3)cc2)O[C@@H]1CO,-26,1.0,1,.
O=C(Nc1ccccc1F)N1CCCCN2[C@H](CO)[C@@H](c3ccc(/C=C/c4ccccc4)cc3)[C@@H]2C1,112*,-2.2,-9,50
O=C(Nc1ccc2c(c1)[C@@H]1C[C@@H](CC(=O)N3CCOCC3)O[C@@H](CO)[C@@H]1O2)Nc1ccccc1F,-8,0.4,-17,-9
O=C(Cc1ccccn1)N1CC(=O)N2[C@H](CO)[C@@H](c3ccc(C#CC4CCCCC4)cc3)[C@@H]2C1,.,1.5,-20,-23

An excerpt from above in order of their number in KDM4C inh, highest first:
structure | KDM4C inh
CC(C)NC(=O)N[C@@H]1CC[C@@H](CC(=O)NCc2ccc(Oc3ccccc3)cc2)O[C@@H]1CO | 1.0
O=C(C[C@H]1CC[C@@H]2NC[C@@H](O)COC[C@H]2O1)NCCc1ccncc1 | 0.1
O=C(Nc1ccccc1F)N1CCCCN2[C@H](CO)[C@@H](c3ccc(/C=C/c4ccccc4)cc3)[C@@H]2C1 | -2.2

Hits appear at their usual frequency; 7.3% or so of the library scored in one or more.
